sEH inhibitor – blocks human soluble epoxide hydrolase activity; P34913; 91,000 compounds, 0.34% hits; AID 707; inhibition, % at 2 µM; recombinant human sEH enzymatic activity assay; in the data active = inhibition above about 80%; note: values of inactives mirror those of a sister screen read the other way; many of its hits are not listed in these tables
H69AR growth 86K – growth inhibitors of human H69AR lung tumor cells. H69AR lung tumor viability, ATP luminescence, 72 h; stronger effect = lower value. AID 598. 85,000 compounds, 6% hits. viability, % at 10 µM;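 active = viability at or below 40%; inactive = viability above 40%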;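 note: multidrug resistant small cell line overexpressing MRP-1 efflux transporter; 100% = mean luminescence of untreated control wells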
PostGolgi ctrl – yeast control strain growth, post-Golgi counter-screen. efflux-deficient yeast background strain, growth absorbance A615, 16 h. inhibition, % at 10 µM. 98,000 compounds, 5% hits. AID 738; in the data active = inhibition above about 30%
LYP act – LYP (human) phosphatase activation; AID 697; recombinant LYP, DiFMUP fluorescence; 0 = plate median, 100 = signal doubled; 96,000 compounds, 0.11% hits; Q9Y2R2; activation, % at 2 µM;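 active = activation at 2 µM above a set limit, the mean plus 5 SD, cut at about 37% in these data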
Target sequence (Q9Y2R2 whole entry, looked up): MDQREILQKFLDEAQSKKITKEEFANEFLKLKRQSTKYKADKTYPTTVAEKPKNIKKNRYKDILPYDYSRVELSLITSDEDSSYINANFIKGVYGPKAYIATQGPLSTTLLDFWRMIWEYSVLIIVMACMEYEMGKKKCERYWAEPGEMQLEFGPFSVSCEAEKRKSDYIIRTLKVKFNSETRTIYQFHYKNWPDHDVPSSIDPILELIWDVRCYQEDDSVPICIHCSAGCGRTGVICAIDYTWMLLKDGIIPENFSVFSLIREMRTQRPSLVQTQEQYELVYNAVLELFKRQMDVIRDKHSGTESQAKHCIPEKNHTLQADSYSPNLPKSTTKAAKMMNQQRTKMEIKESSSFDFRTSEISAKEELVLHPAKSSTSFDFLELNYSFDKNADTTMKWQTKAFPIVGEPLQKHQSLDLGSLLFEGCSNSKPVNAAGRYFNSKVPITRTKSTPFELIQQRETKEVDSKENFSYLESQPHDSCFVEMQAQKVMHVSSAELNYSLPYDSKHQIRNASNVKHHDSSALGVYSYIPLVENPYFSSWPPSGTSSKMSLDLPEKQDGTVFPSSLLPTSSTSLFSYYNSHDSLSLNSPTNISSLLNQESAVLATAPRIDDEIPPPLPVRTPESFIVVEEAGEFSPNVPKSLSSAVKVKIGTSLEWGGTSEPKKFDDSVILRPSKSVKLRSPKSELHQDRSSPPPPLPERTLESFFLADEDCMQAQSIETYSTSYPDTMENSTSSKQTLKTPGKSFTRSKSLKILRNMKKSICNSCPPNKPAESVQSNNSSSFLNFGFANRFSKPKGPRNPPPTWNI
S1P2 ag – agonists of human S1P2 receptor; S1P2-expressing cell line, agonist reporter read-out; activation, % at 4.5 µM; 97,000 compounds, 0.46% hits; AID 729; in the data active = activation above about 16%;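 note: 0% = vehicle low control and 100% = maximal reference agonist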
Lung fibro prol – blocks proliferation of human lung fibroblasts; viability, % at 10 µM; LL 47 human lung fibroblast viability, ATP luminescence; stronger effect = lower value; 85,000 compounds, 1.1% hits;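 active = viability at or below 50% in the single dose screen; inactive = viability above 50%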;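 note: compound exposure lasted 72 h before the ATP readout; 100% = median luminescence of untreated cell-only wells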
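test system = LL 47 human lung fibroblasts | amount = 1,150 fibroblasts seeded per well | medium = 15% FBS in IMEM | times = overnight cell rest, 72 h compound treatment at 37 °C | measured by = CellTiter-Glo luminescence measuring cellular ATP | read-out = viability percentage against median untreated-cell control | benchmarks = cell-only wells, no compound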
HUVEC prolif 384 – human endothelial cell proliferation inhibition; 86,000 compounds, 1.1% hits; HUVEC proliferation, CellTiter-Glo luminescence, 72 h; stronger effect = lower value; viability, % at 10 µM (by protocol);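 active = viability at or below 30%; inactive = viability above 30%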;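 note: 100% = median luminescence of DMSO-only cell control wells on each plate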
sEH act – activators of human soluble epoxide hydrolase; P34913; purified human sEH enzymatic activity, activator screen; activation, % at 2 µM; 91,000 compounds, 0.04% hits; AID 717; in the data active = activation above about 37%; note: values of inactives mirror those of a sister screen read the other way
S1P2 blocker – S1P2 (human) receptor antagonism; cell-based S1P2 antagonist assay, inhibition at 5 uM; inhibition, % at 5 µM; 97,000 compounds, 0.21% hits; in the data active = inhibition above about 45%;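 note: CRE beta-lactamase reporter cells expressing human S1P2 stimulated with S1P; 0% = agonist at EC80 alone and 100% = agonist plus reference antagonist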
Starred values were filed as active, the others as inactive; · = not tested or not shown. Some of the compounds tested, so the mix of outcomes need not match the whole.

Sample of the layout, 2 compounds:
1: COc1ccc(-c2c/c(=N\c3nc(-c4ccccc4)c(C)s3)c3ccccc3o2)cc1O
2: COc1cc(OC)cc(-c2nc3ccccc3s2)c1

Assay by compound | 1 | 2
sEH inhibitor | -8 | 9
H69AR growth 86K | 31* | 72
PostGolgi ctrl | 6 | 13
LYP act | -3 | 3
S1P2 ag | -9 | -9
Lung fibro prol | 40* | 81
HUVEC prolif 384 | 34 | 73
sEH act | 8 | -6
S1P2 blocker | -4 | -3

This part in full, repeating the preview:
1: COc1ccc(-c2c/c(=N\c3nc(-c4ccccc4)c(C)s3)c3ccccc3o2)cc1O
2: COc1cc(OC)cc(-c2nc3ccccc3s2)c1
3: CCc1ccc(C2CC(c3ccc(F)cc3)Nc3nc(N)nn32)cc1 (configuration not stated)
4: CC(C)(C)OC(=O)N1CCC(c2cc(=O)n3[nH]cc(C(=O)NC4CCCC4)c3n2)CC1
5: CCOC(=O)C1CCN(S(=O)(=O)c2cc(Br)cc3c2N(C(=O)C2CC2)CC3)CC1
6: O=C(CCCc1ccccc1)NCc1cn2ccsc2n1
7: Cc1ccc(C)c(S(=O)(=O)n2cnc3ccccc32)c1
8: CCOC(=O)c1cnc(-c2ccccc2)nc1Oc1ccc(Cl)cc1

Assay by compound | 1 | 2 | 3 | 4 | 5 | 6 | 7 | 8
sEH inhibitor | -8 | 9 | · | -2 | · | 7 | 4 | 4
H69AR growth 86K | 31* | 72 | 101 | 86 | 90 | 99 | 41 | ·
PostGolgi ctrl | 6 | 13 | 3 | -10 | 6 | 8 | 6 | -6
LYP act | -3 | 3 | · | -6 | · | -6 | 9 | 9
S1P2 ag | -9 | -9 | · | 1 | · | -9 | -8 | -2
Lung fibro prol | 40* | 81 | 93 | 103 | 102 | 95 | 99 | ·
HUVEC prolif 384 | 34 | 73 | 96 | 90 | 95 | 95 | 98 | ·
sEH act | 8 | -6 | · | 4 | · | -3 | -4 | -1
S1P2 blocker | -4 | -3 | · | 20 | · | 16 | 15 | 14

9: Cc1ccc(NCc2nnc(SCC(=O)Nc3ncc(C)s3)n2Cc2ccco2)c(C)c1
10: Cc1ccc(NC2=NC(C(=O)Nc3ccc(C)c(C)c3)CC(=O)N2)cc1 (configuration not stated)
11: Nc1nc(N2CCN(C/C=C/c3ccccc3)CC2)nc2ccccc12
12: N=C1C(c2ccccc2)=C(O)CN1c1ccc2c(c1)OCO2
13: N#C/C(=C/c1cccc(C(F)(F)F)c1)c1nc(CCN2C(=O)c3ccccc3C2=O)cs1
14: COCCn1c(N)c(C(=O)OCc2ccccc2)c2nc3ccccc3nc21
15: CCCCOCP(=O)(CCCC)COCCCC
16: CCc1cc(OCCCSc2nc(C)cc(=O)[nH]2)ccc1Cl

Assay by compound | 9 | 10 | 11 | 12 | 13 | 14 | 15 | 16
sEH inhibitor | · | 4 | 11 | · | 10 | -18 | -2 | 6
H69AR growth 86K | 50 | 89 | 69 | 93 | · | 78 | · | 99
PostGolgi ctrl | 12 | -2 | 5 | 4 | 2 | 16 | -1 | 13
LYP act | · | -3 | 5 | 3 | -6 | -3 | -7 | -4
S1P2 ag | · | -7 | -9 | -5 | -14 | 4 | -1 | 1
Lung fibro prol | 81 | 87 | 102 | 95 | · | 97 | · | 95
HUVEC prolif 384 | 53 | 100 | 53 | 99 | · | 80 | · | 75
sEH act | · | -4 | -11 | · | -10 | 18 | 0 | -4
S1P2 blocker | · | 18 | 15 | 9 | 6 | -7 | 3 | -7

17: O=C(CN1C(=O)c2ccccc2S1(=O)=O)NCCSC1CCCCC1
18: CN(CC(=O)O/N=C(\N)c1cccc([N+](=O)[O-])c1)S(=O)(=O)c1ccccc1
19: CCS(=O)(=O)N1CCN(c2ccc([N+](=O)[O-])c(NCc3ccccc3)c2)CC1
20: CC(=O)N1CCc2cc(S(=O)(=O)CCC(=O)NCc3cccs3)ccc21
21: Cc1ccc(C(=O)Oc2ccc(-c3nccc(-c4ccccn4)n3)cc2)cc1
22: O=C(NCc1ccco1)c1noc2c1CCCC2
23: Cc1cc(=O)oc2cc(OCC(=O)NCCCN3CCOCC3)ccc12
24: COc1ccc(S(=O)(=O)N2CCC(C(=O)Nc3cccc(C(C)=O)c3)CC2)cc1

Assay by compound | 17 | 18 | 19 | 20 | 21 | 22 | 23 | 24
sEH inhibitor | 29 | -6 | -19 | · | -6 | 5 | -16 | 18
H69AR growth 86K | 89 | 87 | · | 99 | · | 87 | 107 | 76
PostGolgi ctrl | 0 | 15 | 11 | 2 | -2 | -2 | 7 | ·
LYP act | -7 | -5 | 4 | -8 | 3 | -2 | -2 | 4
S1P2 ag | -2 | 1 | 1 | -5 | -7 | -6 | -4 | -4
Lung fibro prol | 85 | 106 | · | 105 | · | 91 | 101 | 96
HUVEC prolif 384 | 103 | 95 | · | 107 | · | 95 | 98 | 88
sEH act | -30 | 8 | 18 | · | 4 | -4 | 12 | -18
S1P2 blocker | 25 | -11 | -6 | 5 | 1 | -2 | -1 | -4

25: COc1cc(C(=O)Oc2ccccc2)ccc1OCc1c(C)noc1C
26: COc1ccc(-c2nc(C#N)c(N3CCC(C(N)=O)CC3)o2)cc1OC
27: CCS(=O)(=O)N1Cc2ccccc2CC1C(=O)N1CCN(c2ccccc2)CC1 (configuration not stated)
28: Cn1c(=O)[nH]c(=O)c2c1nc(Br)n2CC(O)COc1ccccc1 (configuration not stated)
29: Cc1csc(SCCN2C(=O)c3ccccc3C2=O)n1
30: Cc1c2c(nc3nc4ccccc4n13)CCCC2=O
31: CCOc1ccc2c(c1)c1nnc(SCC(=O)N3CCC(C)CC3)nc1n2C
32: COc1cccc2[nH]c3c(N4CCCC(C)C4)ncnc3c12 (configuration not stated)

Assay by compound | 25 | 26 | 27 | 28 | 29 | 30 | 31 | 32
sEH inhibitor | -4 | 2 | 1 | 15 | 7 | · | 5 | 12
H69AR growth 86K | 125 | 97 | 103 | · | 91 | 97 | 76 | 59
PostGolgi ctrl | 2 | 14 | 15 | -9 | 6 | 6 | 0 | 10
LYP act | -12 | 6 | 1 | -3 | 4 | · | -3 | 14
S1P2 ag | 0 | -2 | -5 | -9 | -4 | · | -3 | -8
Lung fibro prol | 95 | 99 | 99 | · | 107 | 105 | 100 | 66
HUVEC prolif 384 | 76 | 94 | 102 | · | 104 | 101 | 85 | 90
sEH act | 3 | 0 | 2 | -17 | -5 | · | -7 | -13
S1P2 blocker | -12 | 4 | 9 | 6 | 5 | · | 14 | 14

33: Cc1cc(C)cc(OCc2nnc(SCC(=O)c3ccccc3)o2)c1
34: Cc1nc(COC(=O)c2ccc(CO)cc2)cs1
35: O=C(CSc1c[nH]c2ccccc12)NCC1CCCO1 (configuration not stated)
36: COc1ccc2c(c1)C(=O)c1ccccc1CO2
37: Cc1ccc(OCc2nnc(NC(=O)c3ccco3)s2)cc1
38: Nc1c(S(=O)(=O)c2cccs2)c2nc3ccccc3nc2n1CC1CCCO1 (configuration not stated)
39: CCOc1cc(C(=O)N2CCN(c3ccccc3)CC2)cc(OCC)c1OCC
40: CCOc1ccc(-c2nc(CSc3nnc(C)s3)cs2)cc1OC

Assay by compound | 33 | 34 | 35 | 36 | 37 | 38 | 39 | 40
sEH inhibitor | 4 | 6 | -6 | -12 | 6 | 0 | 10 | 6
H69AR growth 86K | · | 112 | 93 | 95 | 101 | 69 | 88 | ·
PostGolgi ctrl | 3 | -4 | 8 | 0 | 8 | 17 | -5 | 12
LYP act | -4 | 4 | 1 | -14 | 10 | 5 | 4 | 1
S1P2 ag | 1 | -8 | -5 | -5 | -6 | -4 | -6 | -4
Lung fibro prol | · | 104 | 92 | 100 | 103 | 99 | 95 | ·
HUVEC prolif 384 | · | 96 | 77 | 94 | 92 | 101 | 94 | ·
sEH act | -5 | -5 | 5 | 9 | -4 | 2 | -9 | -8
S1P2 blocker | -5 | 18 | 1 | -10 | 5 | 3 | -10 | -13

6 of the entries above in order of the sEH act value, high to low:
No.	Structure	sEH inhibitor	LYP act	S1P2 ag	sEH act	S1P2 blocker
36	COc1ccc2c(c1)C(=O)c1ccccc1CO2	-12	-14	-5	9	-10
35	O=C(CSc1c[nH]c2ccccc12)NCC1CCCO1 (configuration not stated)	-6	1	-5	5	1
38	Nc1c(S(=O)(=O)c2cccs2)c2nc3ccccc3nc2n1CC1CCCO1 (configuration not stated)	0	5	-4	2	3
33	Cc1cc(C)cc(OCc2nnc(SCC(=O)c3ccccc3)o2)c1	4	-4	1	-5	-5
40	CCOc1ccc(-c2nc(CSc3nnc(C)s3)cs2)cc1OC	6	1	-4	-8	-13
39	CCOc1cc(C(=O)N2CCN(c3ccccc3)CC2)cc(OCC)c1OCC	10	4	-6	-9	-10

New compounds follow
41: CC1CCCC(NC(=O)CN(C)S(=O)(=O)c2cccc3cccnc23)C1C (configuration not stated)
42: COc1ccc(OCCn2c(C)c(/C=N/n3cnnc3)c3ccccc32)cc1
43: CCOc1ncccc1C(=O)OCC(=O)Nc1c(C)cc(C)cc1C
44: N=c1c2c3c(sc2ncn1CCN1CCOCC1)CCCCC3
45: CC(C)OC(=O)CSc1nnc(Cc2ccccc2)n1C
46: CCOC(=O)c1ccccc1NC(=O)Cc1ccccc1OC
47: O=C1CCc2cc(S(=O)(=O)N3CCC(C(=O)Nc4nccs4)CC3)ccc2N1
48: Cc1ccccc1-c1noc(-c2ccc(O)cc2)n1

Assay by compound | 41 | 42 | 43 | 44 | 45 | 46 | 47 | 48
sEH inhibitor | 11 | 0 | -12 | -9 | · | -7 | 0 | -6
H69AR growth 86K | 78 | 46 | 86 | 65 | 92 | 86 | 77 | 15*
PostGolgi ctrl | 6 | 14 | -7 | -2 | 9 | · | 20 | 4
LYP act | 9 | 17 | -6 | 7 | 3 | -5 | 0 | -10
S1P2 ag | -6 | 0 | -2 | -4 | -5 | -5 | -5 | -5
Lung fibro prol | 97 | 89 | 102 | 93 | 94 | 84 | 110 | 110
HUVEC prolif 384 | 99 | 73 | 105 | 90 | 92 | 96 | 103 | 71
sEH act | -13 | 1 | 12 | 11 | · | 10 | -1 | 6
S1P2 blocker | 3 | -9 | 12 | 6 | 9 | -6 | 6 | -8

49: COc1ccccc1C(=O)NCCN1CCN(C(=O)c2ccccc2OC)CC1
50: O=C1c2ccccc2C(=O)N1CCCn1nnc(-c2ccc(N3CCOCC3)cc2)n1
51: CC(=O)c1cccc(NC(=O)Nc2cccnc2)c1
52: Cc1ccc(CCNC(=O)C2CCCN(S(=O)(=O)c3cccc4nsnc34)C2)cc1 (configuration not stated)
53: O=S(=O)(c1ccc(-c2cn3ccccc3n2)cc1)N1CCOCC1
54: O=C(c1ccc(F)cc1)c1c[nH]c(C(=O)NCc2ccco2)c1
55: C=CCN(C(=O)c1ccccc1)c1ccc(OC)cc1
56: Cc1ccsc1/C=c1\sc2ncnn2c1=O
57: COC(=O)CNC(=O)CSc1nc(N)cc(=O)[nH]1
58: CCC(=O)N1CCN(c2nc(C)nc3sc(C)c(C)c23)CC1

Assay by compound | 49 | 50 | 51 | 52 | 53 | 54 | 55 | 56 | 57 | 58
sEH inhibitor | 4 | -3 | -7 | 83* | -16 | -2 | 6 | · | -18 | 7
H69AR growth 86K | 85 | 91 | 95 | 86 | 81 | · | 24* | 93 | · | 75
PostGolgi ctrl | 5 | 10 | · | 0 | 3 | 6 | 8 | -5 | 31* | 12
LYP act | -13 | -2 | -4 | -4 | -5 | -8 | 1 | · | 2 | -1
S1P2 ag | -2 | -2 | -6 | -3 | -5 | -9 | -4 | · | -6 | -6
Lung fibro prol | 99 | 103 | 104 | 84 | 99 | · | 88 | 95 | · | 112
HUVEC prolif 384 | 93 | 83 | 74 | 90 | 101 | · | 82 | 89 | · | 94
sEH act | -2 | 4 | 11 | -83 | 18 | 0 | -6 | · | 16 | -7
S1P2 blocker | -5 | 15 | -9 | -15 | -13 | 12 | -16 | · | 6 | 17
